TAAR1 agonist = human TAAR1 agonism; activation, % at 3 µM; Q96RJ0; CHO RD-HGA16 TAAR1, Fluo-8 calcium fluorescence; vehicle wells 0%, saturating PEA agonist 100%; hit rate 0.99% among 360,000;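 active = activation above the mean activation of all test compounds in the run plus 3 SD, cut at about 38% in these data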
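Assay system – CHO-derived RD-HGA16 cells with stable Gα16 and human TAAR1 · Compound dosing – one-point dosing at 3 µM (nominal) · Incubation – 17-24 h seeding, 75 min 37 °C dye, 30 min RT · Measured by – kinetic Fluo-8 calcium fluorescence · Control set – DMSO vehicle as 0%, PEA at EC100 as 100% · Repeats – single well for each compound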
OXTR potentiate = potentiators of human oxytocin receptor. P30559. CHO-OTR cells, Fluo-8 calcium fluorescence, potentiator mode; 0% = oxytocin EC15, 100% = EC100. activation, % at 3 µM. hit rate 0.061% among 320,000. AID 2445;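 active = activation above that plate's cutoff, the mean activation of tested compounds plus 3 SD, cut at about 6.6% in these data, passing the limit was not always enough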;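 also: 100% uses oxytocin at 75 nM as the full agonist control; some results filed as inactive read as strong as hits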
Target sequence (P30559 whole entry, looked up): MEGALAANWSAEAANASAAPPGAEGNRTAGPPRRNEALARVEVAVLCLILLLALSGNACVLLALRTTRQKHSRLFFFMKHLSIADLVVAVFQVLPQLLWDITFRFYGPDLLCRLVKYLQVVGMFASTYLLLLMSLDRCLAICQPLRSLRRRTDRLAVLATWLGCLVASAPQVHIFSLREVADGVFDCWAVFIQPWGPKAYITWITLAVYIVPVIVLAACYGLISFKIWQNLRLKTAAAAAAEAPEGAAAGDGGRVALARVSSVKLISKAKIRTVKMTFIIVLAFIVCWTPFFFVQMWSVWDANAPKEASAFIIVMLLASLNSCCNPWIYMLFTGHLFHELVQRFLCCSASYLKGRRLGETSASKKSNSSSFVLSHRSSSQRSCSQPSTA
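System: human OTR in CHO cells / Also added: sub-maximal oxytocin, roughly EC15 / Control set: EC15 oxytocin low, 75 nM oxytocin high / Schedule: 6 min compound pre-incubation at room temperature, 100 s kinetic read / Compound: single-point 3.0 µM / Replication: singlicate / Technique: Fluo-8 calcium dye fluorescence / Read-out basis: % activation of max/min ratio relative to oxytocin controls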
CHO-K1 Ca PAM = counter-screen for M1 PAMs: effect in parental CHO-K1 cells | ATP EC20, Fluo-8 calcium fluorescence; 0% at ATP EC20, 100% at ATP max | activation, % at 3 µM | hit rate 0.02% among 360,000;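 active = activation above the run cutoff, the mean activation of all test compounds plus 3 SD, cut at about 40% in these data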;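 also: peak over basal fluorescence ratio in a 140 s read after ATP addition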
CHO parental Ca = counter-screen: ATP calcium response change in parental CHO cells; parental CHO-K1, ATP-induced calcium, Fluo-8 fluorescence; inhibition, % at 5.6 µM; hit rate 0.63% among 330,000; AID 463079;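 active = inhibition above that plate's mean sample inhibition plus 3 SD, cut at about 26% in these data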;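 also: 0% = ATP-challenged DMSO wells and 100% = DMSO wells without ATP; some compounds past the cut are filed as inactive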
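Assay system: untransfected parental CHO cell line. Also added: ATP agonist challenge. Dosing: one dose, 5.6 µM nominal. Measured by: Fluo-8 fluorescence. Read-out: % inhibition. Benchmarks: ATP wells versus no-ATP DMSO wells. Repeats: no replicates.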
TAAR1 antagonist = antagonists of human TAAR1. inhibition, % at 3 µM. Q96RJ0. CHO RD-HGA16 TAAR1, Fluo-8 calcium fluorescence, antagonist. hit rate 1.5% among 360,000;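 active = inhibition above a per-plate cutoff, the mean inhibition of test compounds on that plate plus 3 SD, cut at about 49% in these data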;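 also: 0% = DMSO plus EC80 beta-PEA response and 100% = DMSO alone without agonist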
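Assay system: RD-HGA16 CHO cells with stable hTAAR1 and Gα16 / Reagent: EC80 β-phenethylamine stimulus / Doses: 3 µM, single point / Timing: dye loading 75 min at 37 °C, then 30 min room temperature / Measured by: Fluo-8 intracellular calcium dye fluorescence, real-time kinetic reads / Controls: vehicle wells and EC80 agonist wells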
CHO-K1 Ca antag = M1 antagonist counterscreen hit in parental CHO-K1 cells; ATP-induced calcium, Fluo-8 fluorescence; inhibition, % at 3 µM; hit rate 0.6% among 360,000; AID 602250;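 active = inhibition above a per-plate cutoff, the plate's mean sample inhibition plus 3 SD, cut at about 24% in these data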;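 also: 0% = DMSO plus EC80 ATP and 100% = DMSO alone without ATP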
CHRM1 agonist = human M1 muscarinic receptor agonism; P11229; CHO-K1 hM1, Fluo-8 calcium fluorescence, agonist mode; 0% DMSO, 100% acetylcholine EC100; activation, % at 3 µM; hit rate 0.33% among 360,000;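 active = activation above the run's mean compound activation plus 3 SD, cut at about 16% in these data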;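 also: peak over basal fluorescence ratio within a 140 s kinetic read after compound addition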
Target sequence (P11229 whole entry, looked up): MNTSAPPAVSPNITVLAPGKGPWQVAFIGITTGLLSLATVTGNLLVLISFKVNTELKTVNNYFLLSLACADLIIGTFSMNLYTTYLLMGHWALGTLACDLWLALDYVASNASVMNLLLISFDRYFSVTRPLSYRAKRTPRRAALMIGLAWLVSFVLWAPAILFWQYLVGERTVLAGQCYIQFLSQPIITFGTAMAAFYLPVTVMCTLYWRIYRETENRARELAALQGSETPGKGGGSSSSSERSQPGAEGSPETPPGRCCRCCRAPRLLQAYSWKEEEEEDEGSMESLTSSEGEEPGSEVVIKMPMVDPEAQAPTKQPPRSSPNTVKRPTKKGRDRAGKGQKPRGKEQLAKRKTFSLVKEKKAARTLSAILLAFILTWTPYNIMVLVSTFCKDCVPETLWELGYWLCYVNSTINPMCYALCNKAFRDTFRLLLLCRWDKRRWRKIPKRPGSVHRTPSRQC
CHO-K1 Ca ag = counter-screen for M1 agonists: effect in parental CHO-K1 cells. hit rate 0.48% among 360,000. activation, % at 3 µM. Fluo-8 calcium fluorescence; scaled to maximal ATP response, vehicle zero. AID 602248; in the data active = activation above about 15%;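 also: untransfected CHO-K1 host cells lacking M1 receptor as counterscreen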
M1 antag = human CHRM1 antagonism; CHO-K1 hM1, Fluo-8 calcium fluorescence, ACh EC80 antagonist; inhibition, % at 3 µM; hit rate 1.3% among 360,000; AID 588852;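 active = percent inhibition above its own plate's cutoff, namely the mean of that plate's compound wells plus 3 SD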;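 also: peak over basal fluorescence ratio during 140 s after agonist addition; 0% = ACh EC80 plus DMSO and 100% = DMSO alone without agonist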
An asterisk follows results filed as active; · = no result given; & = joins results of further samples.

1: CC(=O)OCC(=O)[C@@]1(O)CC[C@H]2[C@@H]3CCC4=CC(=O)C=C[C@]4(C)[C@@]3(F)[C@@H](O)C[C@@]21C
2: O=C(Nc1cc(-c2ccccc2)nn1-c1ccccc1F)c1ccc([N+](=O)[O-])cc1
3: CC[C@]12CCCN3CCc4c(n(c5ccccc45)[C@](O)(C(=O)OC)C1)[C@@H]32
4: CCCC(=O)O[C@]1(C(=O)CCl)[C@@H](C)C[C@H]2[C@@H]3CCC4=CC(=O)C=C[C@]4(C)[C@@]3(F)C(=O)C[C@@]21C
5: Cc1cc(=O)oc2cc(O)ccc12
6: C=C[C@H]1CN2CCC1C[C@H]2[C@H](O)c1ccnc2ccc(OC)cc12 (some centres not stated)
7: COc1cc(C=O)ccc1O
8: O=C(NC1CCN(CCc2c[nH]c3ccccc23)CC1)c1ccccc1
compound no.	1	2	3	4	5	6	7	8
TAAR1 agonist	2	5	-1	1	2	0	1	36
OXTR potentiate	-10	-8	-7	-6	-5	0	·	-10
CHO-K1 Ca PAM	9	-15	-3	-3	17	-3	6	6
CHO parental Ca	-5	-9	-3	-34	5	-12	·	-13
TAAR1 antagonist	-22	7	-20	-41	-9	-10	-3	-8
CHO-K1 Ca antag	0	12	-7	3	-1	0	2	-8
CHRM1 agonist	-1	-4	6	-7	-2	-5	-4	-9
CHO-K1 Ca ag	0.5	-0.4	0.0	-0.4	0.6	-0.5	0.6	-0.2
M1 antag	-17	19	-36	-27	-11	-13	-8	-3

Quoted from the listing:
Cc1cc(=O)oc2cc(O)ccc12 in CHO-K1 Ca PAM is listed with 17
O=C(NC1CCN(CCc2c[nH]c3ccccc23)CC1)c1ccccc1 in CHO-K1 Ca PAM is listed with 6
CCCC(=O)O[C@]1(C(=O)CCl)[C@@H](C)C[C@H]2[C@@H]3CCC4=CC(=O)C=C[C@]4(C)[C@@]3(F)C(=O)C[C@@]21C in CHO-K1 Ca ag is listed with -0.4
CC(=O)OCC(=O)[C@@]1(O)CC[C@H]2[C@@H]3CCC4=CC(=O)C=C[C@]4(C)[C@@]3(F)[C@@H](O)C[C@@]21C in CHO-K1 Ca PAM is listed with 9

(cont.)
9: C=C[C@H]1CN2CC[C@H]1C[C@H]2[C@H](O)c1ccnc2ccc(OC)cc12
10: O=C(O)Cc1cn(-c2ccccc2)nc1-c1ccc(Cl)cc1
11: CN(C)CC/C=C1/c2ccccc2COc2ccc(CC(=O)O)cc21
12: C[C@@H]1C[C@H]2[C@@H]3CCC4=CC(=O)C=C[C@]4(C)[C@@]3(Cl)[C@@H](O)C[C@]2(C)[C@@]1(OC(=O)c1ccco1)C(=O)CCl
13: COC(=O)N/N=C/c1c[n+]([O-])c2ccccc2[n+]1[O-]
14: O=[N+]([O-])c1cncn1CCN1CCOCC1
15: Cc1c(C)n(Cc2ccccc2)c2ccc(C(=O)OCCN(C)C)cc12
16: O=C(c1ccccn1)N(Cc1cccs1)C1(C(=O)NC2CCCCC2)CCCCC1
compound no.	9	10	11	12	13	14	15	16
TAAR1 agonist	2&1	-1	1	1	2	0	18	1
OXTR potentiate	-5&-6	-2	6	-11	-2	·	-16	0
CHO-K1 Ca PAM	-2&24	14	-9	10	1	27	23	6
CHO parental Ca	-13&-17	12	-6	-2	3	·	-14	-19
TAAR1 antagonist	-19&-17	5	9	-1	-16	4	3	-39
CHO-K1 Ca antag	0&-11	-10	6	-1	-5	-13	-5	-12
CHRM1 agonist	-5&-6	-7	-9	-2	1	-2	-12	-1
CHO-K1 Ca ag	0.2&0.3	0.4	0.3	1.4	0.8	1.1	4.1	0.5
M1 antag	-16&-26	-1	-2	-16	-16	-15	-9	-7

17: O=C1NC(=S)S/C1=C\C=C\c1ccc([N+](=O)[O-])o1
18: Cn1ccc2cc3c(cc21)CCN3C(=O)Nc1cccnc1
19: CCC(C(=O)Nc1ccccc1N1CCCC1)c1ccccc1 (configuration not stated)
20: Cc1nc2c3ccccc3nc(NNC(=O)CCC(=O)N3CCN(c4ccccc4F)CC3)n2n1
21: CCCCN(CCCC)CCCOC(=O)c1ccc(N)cc1
22: C/C(=N\NC(=S)NCc1ccccc1)C1CCCCC1
23: CC(Cc1cccc(C(F)(F)F)c1)NCCOC(=O)c1ccccc1 (configuration not stated)
24: CCCCCCCCCCCCCCCC(O)C(N)CO (configuration not stated)
compound no.	17	18	19	20	21	22	23	24
TAAR1 agonist	58*	3	-2	1	0	-2	2&4	1
OXTR potentiate	·	-12	-3	-1	-2	-7	-9&-13	0
CHO-K1 Ca PAM	2	-12	-8	11	10	14	-8&13	-2
CHO parental Ca	·	0	-33	-29	-2	-5	-15&-10	5
TAAR1 antagonist	72*	-11	-17	-13	7	-3	-4&-15	-3
CHO-K1 Ca antag	44*	20	-10	-14	4	-12	7&-15	2
CHRM1 agonist	17*	0	-5	-3	-7	-6	-5&0	0
CHO-K1 Ca ag	26*	-0.6	-1.0	1.3	0.3	-0.3	0.6&4.2	-0.2
M1 antag	55*	-17	8	-10	-26	-10	-21&-12	-8

25: CCCC1(c2ccccc2)NC(=O)N(CC(=O)N(C)Cc2c(F)cccc2Cl)C1=O (configuration not stated)
26: Nc1ncnc2c1c(-c1ccc(Oc3ccccc3)cc1)cn2C1CCCC1
27: COc1ccc(C(=O)c2ccccc2)c(O)c1
28: CCCC(=O)O[C@]1(C(=O)COC(C)=O)CC[C@H]2[C@@H]3C[C@H](F)C4=CC(=O)C=C[C@]4(C)[C@@]3(F)[C@@H](O)C[C@@]21C
29: CCc1ccccc1OC[C@@H](O)CN[C@H]1CCCc2ccccc21
30: Nc1c2ccccc2nc2ccccc12
31: CC(=O)Oc1ccc2c(C)cc(=O)oc2c1
32: Cc1scc2c1N(C(=O)CN1CCN(C)CC1)c1ccccc1NC2=O
compound no.	25	26	27	28	29	30	31	32
TAAR1 agonist	3	11	2	9	34	6&1	2	2
OXTR potentiate	-4	-9	-4	-6	-19	-10&-6	-3	-8
CHO-K1 Ca PAM	15	24	5	9	-9	-9&12	25	15
CHO parental Ca	-36	-24	-2	-15	0	-7&0	-2	-4
TAAR1 antagonist	-6	33	18	-31	25	1&-8	-14	-2
CHO-K1 Ca antag	-15	-12	6	-5	25*	-9&2	-17	-6
CHRM1 agonist	-2	-2	-7	-2	16	-10&-9	-2	-6
CHO-K1 Ca ag	1.5	2.2	-0.6	0.7	3.0	0.2&0.0	0.8	0.4
M1 antag	-5	-18	-1	-15	1	-8&-5	-5	98*

Whole records, looked up by structure. Screens in order: TAAR1 agonist, OXTR potentiate, CHO-K1 Ca PAM, CHO parental Ca, TAAR1 antagonist, CHO-K1 Ca antag, CHRM1 agonist, CHO-K1 Ca ag, M1 antag
C=C[C@H]1CN2CCC1C[C@H]2[C@H](O)c1ccnc2ccc(OC)cc12 (some centres not stated) reads 0, 0, -3, -12, -10, 0, -5, -0.5, -13
C/C(=N\NC(=S)NCc1ccccc1)C1CCCCC1 reads -2, -7, 14, -5, -3, -12, -6, -0.3, -10
Nc1c2ccccc2nc2ccccc12 reads 6&1, -10&-6, -9&12, -7&0, 1&-8, -9&2, -10&-9, 0.2&0.0, -8&-5

The listing continues.
33: O=C(O)Cc1sc(-c2ccccc2)nc1-c1ccc(Cl)cc1
34: CC1O[C@@H](OCC2O[C@@H](Oc3cc(O)c4c(c3)OC(c3ccc(O)cc3)CC4=O)[C@H](O)[C@@H](O)[C@@H]2O)[C@H](O)[C@H](O)[C@H]1O (some centres not stated)
35: CCc1cccc(CC)c1NC(=O)CN(CC(=O)O)CC(=O)O
36: CCCCCCCCCCCCCCC[C@@H](O)[C@@H](N)CO
37: C[C@H](CCC(=O)O)[C@H]1CC[C@H]2[C@@H]3[C@H](O)C[C@@H]4C[C@H](O)CC[C@]4(C)[C@H]3CC[C@]12C
38: COc1cc(C2Oc3cc(C4Oc5cc(O)cc(O)c5C(=O)C4O)ccc3OC2CO)ccc1O (configuration not stated)
39: O=C(O)c1cc(=O)c2ccccc2o1
40: CN(C)S(=O)(=O)n1cc(/C=C(\NC(=O)c2ccccc2)C(=O)NCCCn2ccnc2)c2ccccc21
compound no.	33	34	35	36	37	38	39	40
TAAR1 agonist	-1	1	0	2	3	2	1	0
OXTR potentiate	·	-5	-5	·	-14	-4	-8	-5
CHO-K1 Ca PAM	-3	8	-9	19	14	15	15	-26
CHO parental Ca	·	-5	3	·	-3	-2	-11	-16
TAAR1 antagonist	-20	19	-10	-11	-25	-4	13	-7
CHO-K1 Ca antag	9	0	5	-7	-13	-6	-8	10
CHRM1 agonist	-3	-3	-1	10	2	1	-2	-4
CHO-K1 Ca ag	0.4	0.2	-0.1	0.0	0.6	1.2	0.9	-0.3
M1 antag	-11	-5	-7	-25	-28	-22	-22	13

Screening data deposited in PubChem by The Scripps Research Institute Molecular Screening Center.

An excerpt, so the mix of outcomes need not match the whole.
